# Screening data: PubChem, several laboratories
# MLLE-PAM2 inh: blocks PAM2 peptide binding to the PABP1 MLLE domain. P11940. GST-MLLE / FITC-PAM2 fluorescence polarization. inhibition, % at 20 µM. 0.36% of 360,000 active. AID 588489; in the data active = inhibition above about 35%, passing the limit was not always enough;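 also: plate controls were DMSO wells with GST-MLLE for no effect and wells lacking GST-MLLE protein for full effect; some results filed as inactive read as strong as hits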
# MT1-MMP act inh: inhibitors of human MT1-MMP activation; P50281; HT1080 RFP-PRO-GFP cells, GFP/RFP ratio fluorescence, overnight; percent of plate control window, DMSO zero; 0.061% of 360,000 active; GFP/RFP ratio change, % at 20 µM; AID 651647;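 active = GFP/RFP ratio change of at least 30% with cell ATP level not reduced by more than half and red fluorescence within 50% of control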; also: strong numbers were not always called active
#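 system = RFP-PRO-GFP reporter HT1080 cells | dosing = 20 µM single dose, 1% DMSO | timing = overnight cell settling, then overnight compound exposure, 37 °C, 5% CO2 | read-out basis = GFP/RFP fluorescence ratio | controls = DMSO and RFP-L50D-GFP cell wells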
# Rin1 Abl inh: inhibitors of human Rin1-Abl protein interaction; 0.4% of 360,000 active; TR-FRET Rin1/Abl binding, biochemical; AID 588664; P00519+Q13671; inhibition, % at 7.35 µM; in the data active = inhibition above about 5%, passing the limit was not always enough
# FAS-TE inh: inhibitors of human fatty acid synthase thioesterase domain. recombinant FAS-TE, OMFH fluorogenic substrate, fluorescence endpoint. P49327. 0.67% of 360,000 active. inhibition, % at 15 µM;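 active = compounds whose normalised, plate-corrected inhibition of enzyme fluorescence in the single-dose primary screen is 50% or more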;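 also: 0% = DMSO with enzyme and 100% = substrate without enzyme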
# CendR NRP1 mod: alters CendR peptide binding to human NRP-1; AID 602438; inhibition, % at 25 µM; 0.85% of 360,000 active; FAM-RPARPAR peptide binding to NRP-1, fluorescence polarization;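 active = inhibition or corrected inhibition above about 18%, plus a signal ratio from 0.5 to 1.5, limit read from the data, passing the limit was not always enough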; also: strong numbers were not always called active
# E coli Lon inh: inhibitors of E. coli Lon protease | inhibition, % at 7.94 µM | AID 602123 | purified E. coli Lon protease, fluorescence polarization | 0.42% of 360,000 active | P0A9M0; in the data active = inhibition above about 13%, passing the limit was not always enough;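 also: 0% = enzyme with probe and DMSO and 100% = no enzyme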
# MsrA act: activates bovine MsrA enzyme | purified bovine MsrA, absorbance read-out | activation, % at 10.6 µM | 0.3% of 360,000 active; in the data active = activation above about 7.5%;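 also: 0% = vehicle and 100% = reference activator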
# Neddylation inh: cullin neddylation inhibition. calls only at 25 µM. 0.58% of 360,000 active. TR-FRET cullin neddylation, biochemical. AID 651699. P61081+Q13564; in the data active = inhibition above about 36%
# Target sequence (P61081 whole entry, looked up): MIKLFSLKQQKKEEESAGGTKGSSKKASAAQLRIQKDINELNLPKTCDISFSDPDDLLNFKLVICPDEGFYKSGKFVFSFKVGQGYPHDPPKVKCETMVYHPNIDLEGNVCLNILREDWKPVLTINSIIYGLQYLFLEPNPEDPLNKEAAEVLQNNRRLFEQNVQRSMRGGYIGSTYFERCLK
# Target sequence (Q13564 whole entry, looked up): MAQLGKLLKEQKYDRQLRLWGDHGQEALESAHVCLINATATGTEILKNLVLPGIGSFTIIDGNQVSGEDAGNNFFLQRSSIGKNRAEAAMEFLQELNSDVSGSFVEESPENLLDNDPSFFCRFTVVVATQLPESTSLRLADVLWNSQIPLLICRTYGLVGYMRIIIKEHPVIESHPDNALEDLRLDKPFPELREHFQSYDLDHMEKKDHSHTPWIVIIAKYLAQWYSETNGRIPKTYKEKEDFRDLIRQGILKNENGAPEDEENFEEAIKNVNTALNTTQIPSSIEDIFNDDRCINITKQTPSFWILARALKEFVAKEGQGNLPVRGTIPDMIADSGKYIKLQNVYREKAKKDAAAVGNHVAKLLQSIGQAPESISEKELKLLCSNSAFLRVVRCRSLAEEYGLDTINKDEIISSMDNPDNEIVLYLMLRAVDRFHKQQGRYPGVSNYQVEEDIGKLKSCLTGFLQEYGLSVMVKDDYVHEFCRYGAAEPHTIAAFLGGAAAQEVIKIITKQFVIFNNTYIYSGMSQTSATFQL
# SKN-1 inh: blocks SKN-1 activity in C. elegans; C. elegans VP596 Pgst-4::GFP/RFP ratio, acrylamide-induced, 24 h; inhibition, % at 21.8 µM; 0.49% of 360,000 active; AID 624304;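 active = interference check ratio from 0.5 to 1.5 plus GFP to RFP signal ratio inhibition reaching or exceeding a fixed threshold, cut at about 30% in these data, passing the limit was not always enough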; also: some compounds called inactive have numbers as strong as hits
# Starred values were filed as active, the others as inactive; i = inactive; · = no result given; + = active, no number.
SMILES,MLLE-PAM2 inh,MT1-MMP act inh,Rin1 Abl inh,FAS-TE inh,CendR NRP1 mod,E coli Lon inh,MsrA act,Neddylation inh,SKN-1 inh
O=C(N/N=C/c1ccco1)c1cc(-c2cccc(Br)c2)nc2ccccc12,10,-1,1,25,6,3,-4,i,4
O=C(/C=C/c1cccc([N+](=O)[O-])c1)NCCN1C(=O)S/C(=C\c2ccc(F)cc2)C1=O,6,11,0,-9,9,-13,-3,i,0
COc1ccc2c(c1)c(=O)oc1c(C)c(OCc3cc(C(=O)O)oc3C)ccc12,2,0,-2,-12,24,-3,-10,·,7
O=C(NCCc1ccc(Cl)cc1Cl)c1cccnc1,-1,15,-4,0,7,1,0,i,11
COc1ccc(C(=O)O/N=C(\N)c2ccccc2)cc1OC,-2,-4,-2,0,4,4,-4,i,-5
COc1ccc2cc(C(=O)NCCCN3CCCC3=O)[nH]c2c1,-2,3,4,-7,2,11,-7,i,16
CC(=O)/C(N=Nc1cc(C)ccc1O)=C(\C)O,-74,-26,0,-21,-79,-21,-2,i,7
O=C(CSC1=NCCS1)N1CCOCC1,15,2,-6,-6,15,-1,4,i,-3
O=C(Nc1cccc(C(F)(F)F)c1)c1cnc2n(c1=O)CCS2,9,1,-4,0,-11,-9,-2,i,-4
COCCCNC(=O)c1oc2ccc(S(=O)(=O)N(C)C3CCCCC3)cc2c1C,-1,9,2,5,13,8,1,i,-9
Cc1cccc(N2C(=O)CC(SC(=Nc3ccccc3)Nc3ccccc3)C2=O)c1 (stereo not drawn),0,-1,5,33,2,-1,-2,i,8
CCOC(=O)c1cccc(NC(=O)CN(c2ccc(C)cc2)S(=O)(=O)c2c(C)noc2C)c1,9,-5,1,22,-1,-2,-8,i,-26
CCOC(=O)C1(Cc2ccccc2)CCN(Cc2ccc3c(c2)OCCO3)CC1,3,1,0,1,5,1,0,i,-1
CCc1noc(C)c1C(=O)Oc1ccc(N(C)S(=O)(=O)c2ccccc2)cc1,-6,-5,-3,30,-8,-6,-3,i,6
COc1cccc(C2C(C(=O)OC(C)C)=C(C)Nc3ncnn32)c1 (stereo not drawn),-5,-2,1,-5,-2,-5,-2,i,-6
O=C(Nc1cccc(NC(=O)c2cccc(F)c2)n1)c1cccc(F)c1,-9,-4,0,13,-1,3,0,i,52
C=CCc1c(C)nc(C)nc1N/N=C/c1ccccc1O,-13,0,-1,-2,-23,0,-10,i,9
CC(=O)c1cn(N2CCCCC2)c(=O)[nH]c1=O,-5,-1,4,0,-2,-9,-4,i,-2
Cc1c(C(=O)Nc2ccc3c(c2)OCO3)sc2ncn(CC(=O)N3CC(C)CC(C)C3)c(=O)c12 (stereo not drawn),6,1,1,1,-2,-3,0,i,22
CCc1ccc(C2=NN(C(C)=O)C(c3ccco3)C2)cc1 (stereo not drawn),4,-1,-2,2,2,6,-2,i,-6
O=C(c1ccccc1)c1n[nH]c(-c2ccccc2)cc1=O,2,1,-2,-5,2,7,-2,i,-4
COc1ccc(-n2ncc3c(=O)n(Cc4c(F)cccc4Cl)cnc32)cc1,-6,9,3,9,-5,-5,-11,i,-17
CCc1nnc(NC(=O)c2ccc(C)o2)s1,-2,2,-2,-8,8,7,-2,i,4
CCOc1ccc(/C=N/NC(=O)c2[nH]ncc2Br)c(O)c1,-3,-6,-6,-20,7,9,-3,i,-12
CCCCCOC(=O)C1[C@H]2C(=O)N(Cc3cccs3)C[C@]23C=C[C@H]1O3 (stereo partly drawn),13,1,0,-3,4,5,-4,i,-8
# (more compounds)
SMILES,MLLE-PAM2 inh,MT1-MMP act inh,Rin1 Abl inh,FAS-TE inh,CendR NRP1 mod,E coli Lon inh,MsrA act,Neddylation inh,SKN-1 inh
COc1ccc(Nc2nc(N3CCCCC3)nc3ccccc23)c(OC)c1,3,5,-1,17,1,6,2,+,7
CC(C)NC(=O)c1csc([C@@H]2O[C@H](CO)[C@H](O)[C@H](O)[C@H]2O)n1,4,-1,3,-9,18,1,-9,i,0
CC12CCCC(CC(=O)O)(C1)NC(=O)C2 (stereo not drawn),3,·,6,-10,0,9,-14,i,-9
CCCCCCNCC(=O)N1CCC(Cc2ccccc2)CC1,4,2,5,-1,0,3,1,i,-13
Cc1cnc(C(=O)Nc2nc(-c3ccccc3)cs2)cn1,0,2,-1,-6,-7,-11,-5,i,-7
Cc1cc(N2CCN(Cc3ccccc3)CC2)n2nc(C)c(-c3ccccc3)c2n1,0,-2,-1,2,-1,4,-3,i,-10
COCCCN(C(=S)Nc1cc(Cl)cc(Cl)c1)C(C)c1ccccn1 (stereo not drawn),34,8,-2,9,-1,2,-2,i,3
Cn1c(C(C#N)C(=O)c2sc3ccccc3c2Cl)nc2ccccc21 (stereo not drawn),-7,-17,-2,20,-11,-4,-1,i,17
CCCn1nc(NC(=O)C(C)C)c2cc3cc(OC)ccc3nc21,-1,-1,-3,-1,-6,4,-7,·,9
COc1ccc(/C=C/c2nnc(NC(C)=O)s2)cc1,-9,2,-4,-1,-16,-1,-5,+,4
Cc1cc(NC(=O)CN2CC(C)OC(C)C2)n(-c2nc3ccccc3s2)n1 (stereo not drawn),-11,1,-1,11,-3,-3,-3,i,8
CN(C)S(=O)(=O)c1ccc(NC(=O)N2CCN(c3ccccc3Cl)CC2)cc1,1,0,1,7,0,1,-5,i,-12
COc1ccccc1C(=O)NCCCCNC(=O)c1ccccc1OC,-1,0,-2,-6,16,1,-2,i,-5
CCCCCCCC(=O)NC(Nc1ccc(S(N)(=O)=O)cc1)C(Cl)(Cl)Cl (stereo not drawn),-4,12,0,12,-4,-2,0,i,0
CC(=O)Nc1ccc(NC(=O)COC(=O)/C(=C/c2ccccc2)n2nnnc2C)cc1,12,·,-2,20,15,3,0,i,5
O=S(=O)(NCc1ccccc1)c1ccc(Br)c2nsnc12,2,-16,-5,2,-3,-4,-4,i,10
S=C(Nc1ccccn1)c1ccccn1,28,5,-2,-3,-11,-11,-5,i,39*
Cc1nc2ccc(NS(=O)(=O)c3ccccc3Cl)cc2s1,-4,-4,3,-2,-38,-29,-2,i,-1
CCc1ccc(Nc2nnc(SCC(=O)N(C)C3CCS(=O)(=O)C3)s2)cc1 (stereo not drawn),-72,0,1,-2,2,1,0,i,-4
CCn1cc(C(=O)NCCc2ccccc2)c(=O)c2cc(S(=O)(=O)N3CCCC3)ccc21,14,1,0,15,-11,5,-3,i,-4
CCOC(=O)C1=C(O)C(Nc2nc3ccccc3s2)(C(F)(F)F)N=C1C (stereo not drawn),9,-5,-1,-9,-2,-1,-7,i,-14
COc1cccc(N2CCN(C(=O)c3ccc(N4C(=O)NC5CC4(C)Oc4ccccc45)cc3)CC2)c1 (stereo not drawn),-1,4,-4,-15,7,7,-8,i,7
COc1ccc(S(=O)(=O)N(C)C)cc1NC(C)C(=O)Nc1cccc(C#N)c1 (stereo not drawn),-12,3,-3,8,-11,0,-6,i,-5
COc1ccc(-c2ccnc3nc(N4CCOCC4)nn23)cc1,-8,-10,-3,-5,2,7,-13,·,-26
O=C(NNC(=O)c1ccccc1OCc1ccc(F)cc1)c1ccccc1O,1,0,0,26,7,2,-4,·,5

# Profiles, quoted from the list. Order of screens: MLLE-PAM2 inh	MT1-MMP act inh	Rin1 Abl inh	FAS-TE inh	CendR NRP1 mod	E coli Lon inh	MsrA act	Neddylation inh	SKN-1 inh
# Cc1cnc(C(=O)Nc2nc(-c3ccccc3)cs2)cn1 is listed as 0	2	-1	-6	-7	-11	-5	i	-7
# Cc1nc2ccc(NS(=O)(=O)c3ccccc3Cl)cc2s1 is listed as -4	-4	3	-2	-38	-29	-2	i	-1
# Cc1cc(N2CCN(Cc3ccccc3)CC2)n2nc(C)c(-c3ccccc3)c2n1 is listed as 0	-2	-1	2	-1	4	-3	i	-10

# (continued)
SMILES,MLLE-PAM2 inh,MT1-MMP act inh,Rin1 Abl inh,FAS-TE inh,CendR NRP1 mod,E coli Lon inh,MsrA act,Neddylation inh,SKN-1 inh
CNC(=O)C(=O)NCCc1ccc(Cl)cc1,-13,0,4,-6,-3,-13,-5,i,18
CC(C)(C)NC(=O)C(c1ccccn1)N(C(=O)c1csnn1)C1CCCC1 (stereo not drawn),2,1,-3,-7,-4,-9,-1,i,9
O=C(NCCCN1CCOCC1)c1cc(S(=O)(=O)N2CCCCC2)ccc1Cl,-13,-3,3,-9,2,7,-3,i,1
CCCn1nc(C(=O)NNC(=O)CSCC(=O)Nc2cc(C)on2)c2ccccc2c1=O,2,0,2,-6,2,-2,0,i,12
COc1cccc(NC(=O)CSc2nnc(COc3ccc4c(c3)CCCC4)o2)c1,-124,4,-3,24,3,1,-2,i,22
O=C(/C=C/c1ccc(OCCCF)cc1)N1CCOCC1,1,1,0,-4,0,-5,-4,i,7
N#Cc1nc(-c2ccccc2)oc1NCCCn1ccnc1,5,3,-6,-4,6,-5,-5,·,10
Cc1ccc(C(=O)c2oc3ccccc3c2NC(=O)c2cc(-c3ccccc3O)n[nH]2)cc1,-2,1,-2,1,6,3,-3,·,8
c1ccc(CSc2nnc(SCc3ccccn3)s2)nc1,-38,5,7,-8,0,3,-4,i,1
CC(C)(C)Cc1c(-c2ccc(F)cc2)nc2ccc(Br)cn12,0,-7,0,28,-2,9,0,i,17
CN1CCN(C(=O)c2ccc3c(c2)N(Cc2ccccc2F)C(=O)c2ccccc2S3=O)CC1 (stereo not drawn),-8,-4,-2,-2,-4,16*,1,i,12
O=C(Nc1ncc(Cc2ccccc2)s1)C1COc2ccccc2O1 (stereo not drawn),-1,2,4,21,-7,-11,0,i,12
C=CCNc1cnn(CC(C)=O)c(=O)c1Br,-1,1,-1,-6,-1,3,-6,i,-15
CCOC(=O)CNC(=O)N1CCCC(C(=O)c2ccc3c(c2)OCO3)C1 (stereo not drawn),4,1,0,-9,12,4,-1,i,-3
CCCc1nc2ccccc2c(=O)n1/N=C/c1c(C)[nH]n(-c2ccc(C)cc2)c1=O,0,10,1,2,-1,1,-4,i,-17
COc1ccc(N(CC(=O)NCc2ccc(F)cc2)C(=O)CCC(=O)Nc2nccs2)cc1,-1,2,2,-2,7,-5,-2,i,2
O=C1N[C@H](Cc2ccccc2)COC(=O)[C@H](Cc2ccc(F)cc2)CC/C=C/C[C@@H]1CC(=O)N(CCO)Cc1ccccc1,3,-1,2,19,-10,1,-8,i,1
C#CCNC(=O)C1=C[C@@H](c2ccccc2)[C@H](CCCO)[C@@H](OCC)O1,11,1,2,-13,11,-1,-2,i,0
CCn1nc(NS(=O)(=O)c2ccc([N+](=O)[O-])cc2)c2cc3ccccc3nc21,-5,2,1,16,6,-2,1,i,29
COc1cccc(NC(=O)CN(C)CC(=O)Nc2ccc(C)c([N+](=O)[O-])c2)c1,-8,-5,0,1,1,3,-1,i,2
CC(=O)N/C(=C\c1ccccc1)C(=O)OCC(=O)N(C)C1CCCCC1,15,6,0,-4,6,-4,-7,i,13
COc1ccc(CCNC(=O)c2ccc(=O)[nH]n2)cc1OC,-11,-4,2,-5,-7,0,-2,i,18
CC(C)(C)c1ccc(C(=O)N/C(=C/c2cccs2)C(=O)NCc2ccco2)cc1,5,6,-5,9,1,-27,-1,i,8
Cc1ccc(NC(=O)c2ccc(-c3nn(C)c(=O)c4ccccc34)cc2)c(C)c1,-13,3,-2,-2,-10,-8,-1,i,-26
CCOC(=O)CCC(NC(=O)c1ccc(NCN2C(=O)CCC2=O)cc1)C(=O)OCC (stereo not drawn),-7,-1,0,-7,5,-2,-4,i,14

# Reprinted at random: 3 records from the list, in no set order.
SMILES,MLLE-PAM2 inh,MT1-MMP act inh,Rin1 Abl inh,FAS-TE inh,CendR NRP1 mod,E coli Lon inh,MsrA act,Neddylation inh,SKN-1 inh
O=C1N[C@H](Cc2ccccc2)COC(=O)[C@H](Cc2ccc(F)cc2)CC/C=C/C[C@@H]1CC(=O)N(CCO)Cc1ccccc1,3,-1,2,19,-10,1,-8,i,1
O=C(NCCCN1CCOCC1)c1cc(S(=O)(=O)N2CCCCC2)ccc1Cl,-13,-3,3,-9,2,7,-3,i,1
CNC(=O)C(=O)NCCc1ccc(Cl)cc1,-13,0,4,-6,-3,-13,-5,i,18
